Source: PubChem (several laboratories)
proCasp7 act – counter-screen for procaspase-3 activators: activators of human procaspase-7 | P55210 | recombinant procaspase-7, Ac-DEVD-pNA absorbance 405 nm; D23A/D198A/D206A triple mutant, cannot self-cleave; scale: DMSO 0, 5 µM enzyme 100 | activation, % at 8.5 µM | actives 0.093% (n = 330,000) | AID 463210;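 active means percent activation above the screen-wide mean plus 3 SD, cut at about 25% in these data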
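Assay system: Uncleavable procaspase-7 mutant enzyme | Input: 2 µM procaspase-7 mutant as dispensed | Timing: 1 h compound preincubation, 2 h substrate cleavage, 25 °C | Repeats: One well per compound | Control set: DMSO wells as 0%, DMSO with 5 µM added PC-7 as 100% | Technique: Epi-absorbance of released pNA at 405 nm, two timepoints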
GASC-1 inh – human JMJD2C demethylase inhibition | AID 2099 | Q9H3R0 | GST-JMJD2C(1-420) H3K9me3 demethylation, DELFIA europium | inhibition, % at 2.35 µM | actives 0.069% (n = 330,000);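 active means more than half of a compound's replicate wells show inhibition beyond 50%, single wells judged on their own value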;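 further: signal counts dimethyl H3K9 product captured on neutravidin plate; 0% = median of DMSO wells and 100% = 0.3 times that DMSO median; strong numbers were not always called active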
VLA-4 inh – inhibition in a human VLA-4 binding assay | inhibition, % (about 7 µM as worked out from the volumes in the protocol) | actives 0.2% (n = 330,000) | P13612 | VLA-4 expressing cells, ligand binding flow cytometry; in the data active means inhibition above about 50%
Target sequence (P13612 whole entry, looked up): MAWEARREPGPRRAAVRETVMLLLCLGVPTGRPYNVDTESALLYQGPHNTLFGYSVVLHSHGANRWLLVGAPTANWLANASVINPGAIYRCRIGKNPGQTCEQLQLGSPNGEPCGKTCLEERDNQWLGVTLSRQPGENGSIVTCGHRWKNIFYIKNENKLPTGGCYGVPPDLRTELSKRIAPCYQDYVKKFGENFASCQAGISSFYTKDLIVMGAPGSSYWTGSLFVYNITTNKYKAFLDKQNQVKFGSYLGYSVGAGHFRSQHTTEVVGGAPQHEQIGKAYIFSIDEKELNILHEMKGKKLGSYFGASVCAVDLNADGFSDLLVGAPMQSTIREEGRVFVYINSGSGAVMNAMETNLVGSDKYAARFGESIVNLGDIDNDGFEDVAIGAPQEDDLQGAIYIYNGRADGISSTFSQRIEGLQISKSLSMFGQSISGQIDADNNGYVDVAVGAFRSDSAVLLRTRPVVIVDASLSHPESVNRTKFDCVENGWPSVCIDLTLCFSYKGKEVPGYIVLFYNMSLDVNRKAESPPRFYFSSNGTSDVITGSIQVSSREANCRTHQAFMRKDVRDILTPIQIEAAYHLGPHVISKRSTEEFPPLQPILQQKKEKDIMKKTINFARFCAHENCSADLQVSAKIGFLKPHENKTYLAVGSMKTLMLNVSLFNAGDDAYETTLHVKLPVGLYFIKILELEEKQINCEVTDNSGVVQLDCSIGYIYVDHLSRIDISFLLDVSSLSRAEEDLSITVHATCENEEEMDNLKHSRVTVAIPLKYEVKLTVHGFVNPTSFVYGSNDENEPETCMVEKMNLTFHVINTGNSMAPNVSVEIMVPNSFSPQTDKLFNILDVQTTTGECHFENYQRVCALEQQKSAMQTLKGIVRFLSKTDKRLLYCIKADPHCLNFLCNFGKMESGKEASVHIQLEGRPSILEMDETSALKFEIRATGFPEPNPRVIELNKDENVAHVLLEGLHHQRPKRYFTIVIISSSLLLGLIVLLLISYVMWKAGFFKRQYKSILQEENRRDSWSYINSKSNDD
PP5 primary – inhibitors of human protein phosphatase 5 (PP5) | actives 0.18% (n = 320,000) | purified PP5c, OMFP substrate fluorescence | inhibition, % at 6.7 µM | P53041;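 active means inhibition above the campaign's mean inhibition across all tested compounds plus 3 SD, cut at about 9.5% in these data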;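 further: 0% = DMSO only and 100% = 100 µM cantharidin control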
HCV core dimer – blocks dimerization of HCV core protein. actives 0.33% (n = 300,000). TR-FRET GST/Flag-core106 dimerization, 1536-well. inhibition, % at 5 µM;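 active means inhibition above the mean of all tested compounds plus 3 SD, set per screening campaign, cut at about 45% in these data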
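Test system: GST/Flag-tagged HCV core106 proteins; Medium: KF-containing HEPES buffer, pH 7.45, DTT, CHAPS, BSA; Times: compound-protein-antibody incubation 4 h at 22.5 °C; Detection: TR-FRET 671 and 617 nm emission; Benchmarks: wells lacking GST-core106 and wells with excess unlabelled core106.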
procasp3 activ – activates human procaspase-3 | P42574 | recombinant procaspase-3 D3A, Ac-DEVD-pNA absorbance 405 nm | AID 463141 | actives 0.11% (n = 330,000) | activation, % at 8.5 µM;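 active means activation above the mean of all tested compounds plus 3 SD, cut at about 21% in these data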;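 further: 0% = DMSO alone and 100% = DMSO wells spiked with extra 5 µM PC-3 D3A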
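Test system: Procaspase-3 D3A mutant, all three cleavage aspartates alanine | Dosing: Single dose, 8.5 µM nominal compound, 0.8% DMSO | Schedule: 1 h preincubation, 2 h reaction | Technique: 405 nm absorbance of p-nitroaniline, reads at 0 and 120 min | Repeats: One well per compound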
Fh CTSL1 inh – counter-screen for PFM18AAP inhibitors: inhibitors of F. hepatica cathepsin L1 | inhibition, % at 5.96 µM | recombinant F. hepatica cathepsin L1, Z-Leu-Arg-MCA fluorescence | AID 1906 | actives 0.49% (n = 300,000);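 active means inhibition above the mean of all tested compounds plus 3 SD, set per screening campaign, cut at about 17% in these data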;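 further: 0% = plate median of test compound wells and 100% = 1 µM Z-Phe-Ala-diazomethylketone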
PP1 counter – counter-screen for PP5 inhibitors: inhibitors of human PP1-alpha; purified PP1alpha, OMFP fluorescence; inhibition, % at 6.7 µM; actives 0.9% (n = 320,000);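 active means inhibition above the mean inhibition of all tested compounds plus 3 SD, computed separately for each screening campaign, cut at about 15% in these data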
GRK2 aptamer HTS – blocks RNA aptamer binding to human GRK2; P25098; bead flow cytometry, FAM-aptamer displacement from GRK2; inhibition of aptamer binding, % at 10 µM; actives 0.59% (n = 330,000);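 active means inhibition of aptamer binding above 40%, roughly 3 SD of noise, on plates passing a quality check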;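 further: median bead fluorescence of bound FAM aptamer so fluorescent compounds give negative values; no value below 0 was filed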
The depositor's hits bear a star; / = no result given; & = joins results of further samples.

mol	proCasp7 act	GASC-1 inh	VLA-4 inh	PP5 primary	HCV core dimer	procasp3 activ	Fh CTSL1 inh	PP1 counter	GRK2 aptamer HTS
CCc1nc2ccc(C(=O)N3CCN(CC)CC3)cc2nc1CC	4	-4	19	2.0	-3	-1	-3	5	1
N#Cc1ccccc1N=Cc1ccc(Br)cc1	9	5	6	-0.6	-5	11	1	2	0
Cc1c(Cl)cccc1NC(=O)Nc1cc(C(C)(C)C)on1	-1	-33	3	3.6	-12	2	1	5	0
COc1cccc(O[C@@H]2O[C@@H]3COC(C)(C)O[C@H]3[C@H](O)[C@H]2NC(C)=O)c1	0	-4	-7	-0.2	-3	1	-1	-2	0
O=C(Nc1ccnn1C1CCN(Cc2ccccc2)CC1)C1CCCC1	0	2	-4	2.8	2	0	-5	-4	13
CCCCNC(=S)NCc1ccc2c(c1)cc(C)n2C	-6	-22	8	0.7	-3	-1	1	-1	20
CCn1cc(C(=O)N[C@H](C(=O)NCCCOC)C(C)C)c(=O)c2cc3c(cc21)OCO3	4	3	-1	-0.9	0	-3	4	-2	1
CN1CCN(Cc2cc(=O)oc3cc4c(cc23)CCC4)CC1	11	18	-1	1.1	-3	8	-2	2	0
COc1ccc(CNC(=O)c2c(C)oc3c2C(=O)c2ccccc2C3=O)cc1	-1	5	-6	2.3	25	4	16	-4	0
Cc1ccsc1/C=N\NC(=O)Cn1nnc2ccccc21	-7	-5	-10	-2.9	-11	-12	-9	-1	0
CC1CN(C(=O)COc2coc(CN3CCc4ccccc4C3)cc2=O)CC(C)O1 (stereo not drawn)	5	-2	-3	-1.1	-1	0	4	-2	0
Cc1[nH]n(-c2ccccc2)c(=O)c1C=NCCc1ccccc1	12	-7	5	0.3	-6	3	0	0	0
Cc1ccc2nc(-c3ccco3)c(Nc3ccccc3)n2c1	5	0	4	-1.3	-11	3	-1	4	0
COCCSc1nnc(NS(=O)(=O)c2ccc(F)cc2)s1	-8	0	4	3.4	0	0	-3	-3	3
NS(=O)(=O)c1ccc(NC(=S)N2CCN(c3ccccc3Cl)CC2)cc1	-16	3	16	1.5	2	-12	6	-2	48*
O=C1c2ccccc2C(=O)N1C(CO)C(O)c1ccc([N+](=O)[O-])cc1 (stereo not drawn)	1	-25	2	0.7	0	5	0	2	0
COc1ccc(C(=O)OCC(=O)Nc2nnc(-c3ccccc3)o2)cc1	-5	2	-14	-5.4	13	6	-11	-3	0
O=C(Cn1cnc2c(cnn2-c2ccc(Cl)cc2)c1=O)NCC1CCCO1 (stereo not drawn)	8	7	-2	0.0	-1	4	0	1	1
CC(NCC(O)c1ccc([N+](=O)[O-])cc1)C12CC3CC(CC(C3)C1)C2 (stereo not drawn)	8	5	9	-1.6	3	-2	4	-2	0
COC(=O)c1nc(NC(=O)C(C)(C)C)n[nH]1	-10	32	9	1.4	0	3	-1	3	1
CCOc1ccc(/C=C/c2[nH]c(=O)[nH]c(=O)c2[N+](=O)[O-])cc1	9	0	19	-2.3	6	-3	-1	-2	9
COc1ccccc1/C=C1\SC(N2CCC(C)CC2)=NC1=O	7	-7	9	3.5	5	0	0	0	0
O=C(COCC(=O)N/N=C/c1ccccc1F)N/N=C/c1ccccc1F	-1	2	9	-1.5	1	-2	-5	2	0
CCOC(=O)C1=C(c2ccccc2)NC(SCC(=O)NC2CCCCC2)=C(C#N)C1c1ccco1 (stereo not drawn)	1	4&6	8	4.3	7	3	3	4	1

Following part:
SMILES,proCasp7 act,GASC-1 inh,VLA-4 inh,PP5 primary,HCV core dimer,procasp3 activ,Fh CTSL1 inh,PP1 counter,GRK2 aptamer HTS
COc1cc(-n2c(N)c(C(=O)NCc3ccco3)c3nc4ccccc4nc32)cc(OC)c1OC,43*,-3,-6,5.2,9,2,1,-3,4
Cc1ccc(S(=O)(=O)N2CCC(C(=O)N3Cc4ccccc4C3)CC2)cc1,10,7,9,-0.3,13,-1,1,0,4
COC(c1ccccc1)c1nnc(CCC(=O)N2CCN(C3CCCC3)CC2)o1 (stereo not drawn),5,1,-8,3.6,3,-4,-1,-3,0
CCC(C(=O)NC1CCCCC1)n1c(SCc2ccccc2F)nc2ccncc21 (stereo not drawn),3,-4,12,0.7,-5,8,-3,1,0
CC(C)c1[nH]nc2c1C(Cc1ccccc1)C(C#N)=C(N)O2 (stereo not drawn),-1,2,0,1.9,-2,6,0,0,1
COc1ccc(/C=C/C(=O)OCC(=O)Nc2cccc(S(=O)(=O)NC3=NCCCCC3)c2)cc1,-9,4,-9,/,/,6,/,/,1
C=CCN1C(=O)CSc2ccc(C(=O)NC(C)c3ccccc3)cc21 (stereo not drawn),2,14,21,-0.5,9,0,1,0,1
COc1ccc(N/C=C/C(=O)C(F)(F)F)cc1,0,-1,14,3.0,-4,3,1,-3,7
CN1CCc2c(sc(NC(=O)c3ccc(C(=O)c4ccccc4)cc3)c2C(N)=O)C1,-4,-3,2,4.7,-2,2,2,8,1
CCOc1ccnc2c1c(=O)n(Cc1cc(OC)cc(OC)c1)c(=O)n2C,7,-15,-2,-0.1,-4,-4,-4,-10,3
COc1cccc(C(=O)Nc2nc(C)cs2)c1,5,-6,-1,0.9,5,10,0,-4,1
COc1ccc(F)cc1C(=O)C1CCCN(Cc2c(C)n(C)n(-c3ccccc3)c2=O)C1 (stereo not drawn),2,-3,-1,-2.0,0,-6,-1,-2,0
CCOC(=O)Cn1c(=N)n(CCOc2ccc(F)cc2)c2ccccc21,4,7,6,0.3,-2,6,-1,6,1
O=C(Nc1cccc([N+](=O)[O-])c1)N1CCN(c2ccccc2)CC1,10,0,9,-1.3,5,7,-4,-2,5
COCCNC(=O)C1c2cc(OC)c(OC)cc2C(=O)N(C)C1c1cccnc1 (stereo not drawn),4,1,2,0.7,-2,0,-1,0,0
O=C(O)CC(NC(=O)c1ccc2c(c1)OCO2)c1cccc([N+](=O)[O-])c1 (stereo not drawn),3,4,2,2.3,2,0,-4,4,0
Cc1cc(Cl)ccc1NC(=S)N1CCOCC1,-3,1,5,0.0,-3,-8,-3,-6,4
O=C(c1ccc(CN2CCOCC2)cc1)N1CCN(c2cccc(Cl)c2)CC1,2,6,-4,-0.4,-3,-4,3,-2,0
C/C(=N\NC(=O)c1cccs1)c1c(O)cc(C)oc1=O,6,2,-13,2.9,0,-5,1,-3,0
Cc1cc(=O)oc2c3c(cc(OCC(=O)Nc4ccc(CCO)cc4)c12)OC(C)(C)CC3,5,4,27,5.8,0,-7,0,2,0
CCOC(=O)CNC(=O)CSc1nnc(-c2ccc(OC)cc2)n1CC,-6,19,-2,-1.8,-6,5,0,-3,0
Fc1cccc(-c2csc(-c3ccno3)n2)c1,-3,-5,8,2.1,0,0,-4,3,0
COc1ccccc1C(=O)Nc1ccc(NC(=O)c2ccco2)c(C)c1,5,4,-1,3.1,-4,2,-1,1,0
COCc1c(C(=O)N/N=C\c2ccccn2)nnn1-c1nonc1N,4,7,-4,1.7,-4,-1,1,3,0
CS(=O)(=O)N(CC(=O)NCCC1=CCCCC1)c1cccc([N+](=O)[O-])c1,3,-8,0,0.7,-2,3,3,-1,3
CC1CCN(C(=O)C2COc3ccccc3O2)CC1 (stereo not drawn),1,3,7,-1.5,/,-1,/,-4,5

Exported with values under each structure: five of the compounds above
Each structure is followed by: proCasp7 act	GASC-1 inh	VLA-4 inh	PP5 primary	HCV core dimer	procasp3 activ	Fh CTSL1 inh	PP1 counter	GRK2 aptamer HTS
- CCOC(=O)C1=C(c2ccccc2)NC(SCC(=O)NC2CCCCC2)=C(C#N)C1c1ccco1 (stereo not drawn)
→ 1	4&6	8	4.3	7	3	3	4	1
- CCCCNC(=S)NCc1ccc2c(c1)cc(C)n2C
→ -6	-22	8	0.7	-3	-1	1	-1	20
- CC1CCN(C(=O)C2COc3ccccc3O2)CC1 (stereo not drawn)
→ 1	3	7	-1.5	/	-1	/	-4	5
- COc1cccc(C(=O)Nc2nc(C)cs2)c1
→ 5	-6	-1	0.9	5	10	0	-4	1
- CC1CN(C(=O)COc2coc(CN3CCc4ccccc4C3)cc2=O)CC(C)O1 (stereo not drawn)
→ 5	-2	-3	-1.1	-1	0	4	-2	0

Hits appear at their usual frequency, and some 2.6% of all compounds hit somewhere here.
